From PubChem BioAssay
Furin inh – human furin inhibitors, primary screen, biochemical, fluorescence intensity; inhibition, % at 30 µM; 220,000 compounds, 0.061% hits; P09958; AID 463115, 2010; purified furin, fluorogenic substrate cleavage; in the data active = inhibition above about 25%; note: inactives centre near -15
Target sequence (P09958 108-714 limits assumed): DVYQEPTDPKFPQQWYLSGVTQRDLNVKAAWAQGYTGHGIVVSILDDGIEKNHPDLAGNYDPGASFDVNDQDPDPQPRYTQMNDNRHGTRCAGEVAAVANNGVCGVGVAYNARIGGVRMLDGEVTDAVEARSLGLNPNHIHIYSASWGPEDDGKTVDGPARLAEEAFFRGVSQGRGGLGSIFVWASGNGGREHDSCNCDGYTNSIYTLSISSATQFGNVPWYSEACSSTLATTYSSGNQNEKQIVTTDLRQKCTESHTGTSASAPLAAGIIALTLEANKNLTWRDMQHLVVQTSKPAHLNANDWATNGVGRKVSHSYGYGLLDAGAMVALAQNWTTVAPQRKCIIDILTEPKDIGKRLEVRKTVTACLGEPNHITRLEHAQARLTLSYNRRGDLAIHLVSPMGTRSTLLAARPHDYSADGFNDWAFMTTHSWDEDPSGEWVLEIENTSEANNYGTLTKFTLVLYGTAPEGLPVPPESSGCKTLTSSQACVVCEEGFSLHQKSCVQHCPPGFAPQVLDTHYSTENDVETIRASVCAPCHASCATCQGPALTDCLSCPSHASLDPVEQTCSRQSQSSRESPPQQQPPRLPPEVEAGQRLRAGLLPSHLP
RBBP9 inhibitor – human RBBP9 inhibitors, primary screen, biochemical, fluorescence polarization, FP-Rh probe, HTS; Serine hydrolase RBBP9 (Homo sapiens), O75884; recombinant RBBP9; inhibition, % at 7.94 µM; 220,000 compounds, 0.2% hits; AID 1515, 2009;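 active = inhibition above the campaign mean of all tested compounds plus 3 SD, cut at about 14% in these data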;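 note: plate controls were DMSO wells with RBBP9 for no effect and wells lacking RBBP9 protein for full effect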
Target sequence (O75884 whole entry, looked up): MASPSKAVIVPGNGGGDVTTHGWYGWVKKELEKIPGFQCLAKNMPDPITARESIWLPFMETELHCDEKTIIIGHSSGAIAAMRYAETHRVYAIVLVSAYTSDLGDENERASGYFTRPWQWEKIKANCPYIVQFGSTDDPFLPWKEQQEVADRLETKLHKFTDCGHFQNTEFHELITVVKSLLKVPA
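Controls: DMSO-treated enzyme wells and wells lacking RBBP9 | Material: RBBP9 protein | Technique: Fluorescence polarization | Replication: Single well per compound, no replicates | Buffer or medium: Tris-NaCl-Pluronic buffer, pH 8.0 | Timing: 30 min compound preincubation, 45 min probe labeling, 25 °C | Read-out basis: Percent inhibition from mP, scaled between DMSO and no-protein wells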
Runt-CBFb FRET – inhibitors of RUNX1 Runt–CBFb binding, primary screen, biochemical, FRET, Cerulean-Runt, Venus-CBFb, uHTS; AID 1496, 2009; 220,000 compounds, 0.46% hits; Cerulean-Runt/Venus-CBFb FRET ratio 530/480, 1 h; Runt-related transcription factor 1 (Homo sapiens) + Core-binding factor subunit beta …; inhibition, % at 20 µM;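 active = inhibition over about 50% at 20 µM in the single-dose screen, limit read from the data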;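 note: 0% = DMSO wells and 100% = excess unlabeled CBFb competitor control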
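Buffer or medium: Tris pH 7.5 buffer with BSA. Assay system: Cerulean-labeled Runt domain protein. Amount: each fluorescent fusion protein 100 nM. Read-out basis: loss of energy transfer signal. Incubation: 1 h compound exposure, room temperature. Probe or stimulus: Venus-CBFb binding partner, 100 nM. Detection: FRET, excitation 422 nm, emission at 530 and 480 nm.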
p97 inhibitor – inhibitors of human p97 ATPase, primary screen, biochemical. Transitional endoplasmic reticulum ATPase (Homo sapiens), P55072. recombinant p97 ATPase, Kinase-Glo ATP luminescence, 3 h. inhibition, % at 8 µM. 220,000 compounds, 0.42% hits. AID 1481, 2009; in the data active = inhibition above about 15%;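 note: 0% = DMSO vehicle and 100% = wells lacking enzyme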
Calpain2 inh – inhibitors of pig calpain II, primary screen, biochemical, fluorogenic peptide substrate, 1536-well; purified calpain II, 30 min; 220,000 compounds, 0.37% hits; AID 1236, 2008; inhibition, % at 16 µM;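 active = inhibition above about 50%, limit read from the data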
TbHK1 inh – Trypanosoma brucei hexokinase 1 inhibitors, primary screen, biochemical, G6PDH-coupled NADH absorbance, MLSCN library; recombinant TbHK1, G6PDH-coupled NADH A340; inhibition, % at 10 µM; 220,000 compounds, 0.11% hits;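 active = inhibition of 50% or more in the single-dose primary screen; inactive = inhibition below 50%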
p47phox inh – p47phox/p22phox peptide binding inhibitors, primary screen, biochemical, uHTS, NADPH oxidase regulatory subunit; Neutrophil cytosol factor 1 (Homo sapiens), P14598; fluorescence polarization, 2 h; inhibition, % at 24.7 µM; 220,000 compounds, 0.53% hits; AID 1274, 2008;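 active = inhibition above about 30%, limit read from the data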;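 note: 0% = p47phox with labelled peptide and 100% = labelled peptide alone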
EBV gp42 block – Epstein-Barr virus gp42 inhibitors, primary screen, biochemical, uHTS, fluorescence polarization; 220,000 compounds, 0.42% hits; Fluorescence polarization binding assay, mP read-out; inhibition, % (tested at 21.74 µM); in the data active = inhibition above about 50%
Target sequence (Q1HVG2 whole entry, looked up): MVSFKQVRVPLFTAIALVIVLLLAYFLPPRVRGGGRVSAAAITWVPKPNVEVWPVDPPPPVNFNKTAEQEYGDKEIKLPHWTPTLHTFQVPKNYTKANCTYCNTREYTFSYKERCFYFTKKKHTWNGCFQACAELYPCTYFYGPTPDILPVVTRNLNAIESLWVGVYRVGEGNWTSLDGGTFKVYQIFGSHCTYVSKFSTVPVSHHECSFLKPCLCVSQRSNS
Runt-SMMHC FRET – inhibitors of RUNX1 Runt–CBFb-SMMHC binding, primary screen, biochemical, FRET, Cerulean-Runt, Venus-CBFb-SMMHC, uHTS. Runt-related transcription factor 1 (Homo sapiens) + Core-binding factor subunit beta …. Cerulean-Runt/Venus-CBFb-SMMHC FRET ratio 530/480, 1 h. inhibition, % at 20 µM. 220,000 compounds, 0.74% hits. AID 1434, 2008;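 active = mean inhibition across duplicate retests at 20 µM reaching about 50%, limit read from the data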;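 note: 0% = DMSO wells and 100% = wells with excess untagged CBFb-SMMHC; inhibitors lower the FRET ratio by blocking Runt binding to CBFb-SMMHC; some results filed as inactive read as strong as hits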
Active calls of the source: *; · = no result given; [ ] = dose if it differs, or a comment.

Runt-CBFb FRET | Furin inh | Runt-SMMHC FRET | EBV gp42 block | p97 inhibitor | Calpain2 inh | p47phox inh | TbHK1 inh | RBBP9 inhibitor | canonical_smiles
0 | -16[20 µM] | 1 | -23 | -1 | 4 | 0 | -11 | 5 | O=C(CSc1nnc2c(Cl)cc(Cl)cn12)NC1CCS(=O)(=O)C1 (centres undefined)
0 | -11 | -2 | -5 | -4 | -15 | -5 | -13 | -14 | Cc1ccc(S(=O)(=O)N2CCN(c3ccnc4cc(Cl)ccc34)CC2)cc1
-3 | -33 | 0 | 0 | 2 | -10 | -1 | 0 | 1 | CCOCCOc1nc(C)cc(C)c1S(=O)(=O)c1ccccc1C
-2 | -21 | 3 | -20 | -3 | -2 | -8 | -6 | -6 | CC(=O)Nc1ccc(S(=O)(=O)N2CCN(S(=O)(=O)N3CCCCC3)CC2)cc1
1 | -9[20 µM] | -2 | -23 | -4 | -22 | -59 | -9 | 5 | CN(C)S(=O)(=O)N1CCN(C(=O)N2CCOCC2)CC1
-2 | -16[20 µM] | -4 | 6 | 0 | -196 | -26 | -14 | -3 | CC1CCCC(NC(=O)COC(=O)c2ccccc2NC(=O)c2ccco2)C1C (centres undefined)
-1 | -21 | -5 | -14 | 5 | -10 | -9 | 0 | -1 | Cc1ccc(C=NCc2ccncc2)c(O)c1
52* | -17 | 94* | 10 | -1 | 31 | -9 | 3 | 10 | CN1/C(=C\C(=O)c2cccs2)Sc2ccccc21
-2 | 4[20 µM] | -8 | -10 | 5 | 7 | -8 | -1 | -12 | O=C(Nc1ccccc1)Nc1nccs1
-1 | -1 | -2 | -24 | 4 | -85 | -12 | -3 | -5 | Cc1nc(C)c(C(=O)NCc2ccc(Cl)cc2)o1
38 | -21 | 40 | -7 | -18 | -1 | -178 | 0 | 9 | CCc1ccc(C2CC(c3ccco3)=NN2S(C)(=O)=O)cc1 (centres undefined)
0 | 4 | -1 | -8 | -7 | 40 | -7 | -15 | 3 | O=C(Nc1ccc(N2CCN(c3ncccc3C(F)(F)F)CC2)nc1)c1cccs1
5 | -8[20 µM] | 6 | -39 | 12 | -155 | -79 | -17 | -1 | Cc1cc(/C=C2\SC(=Nc3ccc(F)cc3)NC2=O)c(C)n1-c1ccc(S(N)(=O)=O)cc1
-2 | -12[20 µM] | -4 | -14 | 3 | -14 | -7 | -1 | 1 | CCOC(=O)c1nnn(CC(=O)Nc2cccc(OC)c2)c1C(=O)OCC
-1 | -25 | -2 | -9 | 3 | -13 | -6 | 1 | -3 | O=C(Nc1c(-c2cccs2)nc2ccccn12)c1ccc2ccccc2c1
-3 | -18[20 µM] | -1 | -10 | 0 | -13 | -12 | 1 | -8 | COc1cc(CNc2ccccc2Oc2cc(=O)n(C)c(=O)n2C)cc(OC)c1OC
1 | -22 | 0 | -33 | 12 | 8 | -6 | 1 | -1 | O=C(CSc1nc(-c2cccs2)cc(C(F)(F)F)n1)Nc1cc(OCC(F)(F)C(F)F)cc([N+](=O)[O-])c1
0 | -3[20 µM] | -3 | -21 | -1 | 8 | -11 | -38 | -17 | COc1ccc(/C=C(\C#N)C(=O)NCC2CCCO2)cc1OC (centres undefined)
1 | -13 | -3 | 0 | -1 | 23 | -2 | 3 | 0 | COc1ccc(N2CCN(C(c3ccc4ncccc4c3)c3nnnn3C(C)(C)C)CC2)cc1 (centres undefined)
· | -30 | · | · | 5 | · | · | -1 | -6 | COc1ccc(NC(=O)N(Cc2cccnc2)Cc2ccccc2Cl)c(OC)c1

Continued (four carried over from the part before).
Runt-CBFb FRET | Furin inh | Runt-SMMHC FRET | EBV gp42 block | p97 inhibitor | Calpain2 inh | p47phox inh | TbHK1 inh | RBBP9 inhibitor | canonical_smiles
1 | -22 | 0 | -33 | 12 | 8 | -6 | 1 | -1 | O=C(CSc1nc(-c2cccs2)cc(C(F)(F)F)n1)Nc1cc(OCC(F)(F)C(F)F)cc([N+](=O)[O-])c1
0 | -3[20 µM] | -3 | -21 | -1 | 8 | -11 | -38 | -17 | COc1ccc(/C=C(\C#N)C(=O)NCC2CCCO2)cc1OC (centres undefined)
1 | -13 | -3 | 0 | -1 | 23 | -2 | 3 | 0 | COc1ccc(N2CCN(C(c3ccc4ncccc4c3)c3nnnn3C(C)(C)C)CC2)cc1 (centres undefined)
· | -30 | · | · | 5 | · | · | -1 | -6 | COc1ccc(NC(=O)N(Cc2cccnc2)Cc2ccccc2Cl)c(OC)c1
-1 | -19 | 0 | -26 | 5 | 1 | -3 | 0 | 1 | C=CCNC(=O)COc1ccc(S(=O)(=O)N2CCCC2)cc1
0 | -20[20 µM] | 2 | -2 | 1 | -18 | 3 | -4 | -13 | Cc1noc(C)c1C(=O)NC(C)C1CCCO1 (centres undefined)
-3 | -13 | -6 | 10 | 0 | -214 | -18 | -14 | 1 | O=[N+]([O-])c1ccc2nc(-c3ccc(Cl)cc3)[nH]c2c1
-2 | -8[20 µM] | 7 | -10 | -5 | -10 | -7 | 3 | 2 | Cc1cccc(NC(=O)Cn2cnc3sc(C)c(S(=O)(=O)N4CCC(C)CC4)c3c2=O)n1
0 | -18 | 0 | -12 | 5 | 3 | -15 | -24 | 4 | O=C(O)c1cccc(-c2ccc(/C=N/n3cnc4sc5c(c4c3=O)CCCC5)o2)c1
1 | -34 | 2 | -13 | 4 | -18 | -9 | -1 | -7 | S=C(NCC(c1cccnc1)N1CCOCC1)NC1CCCCC1 (centres undefined)
1 | -37 | -1 | -14 | -4 | 14 | -18 | -13 | -3 | CCCc1cc(=O)[nH]c(SCC(=O)N2CCN(S(=O)(=O)c3ccc(C)cc3)C2)n1
-2 | -4[20 µM] | -4 | -4 | 1 | -95 | 0 | -14 | -4 | CCN(CC)C(=O)C1CCCN(c2ccc([N+](=O)[O-])cc2/C=N/NC(=O)c2ccc([N+](=O)[O-])cc2)C1 (centres undefined)
24 | -9 | -3 | -5 | 9 | 11 | -2 | -26 | 5 | Cc1cc(=O)[nH]c(S)c1C#N
-2 | 1[20 µM] | -3 | -11 | -1 | 20 | -19 | -2 | -11 | Cc1ccc(S(=O)(=O)Cn2nnnc2CN(Cc2ccco2)Cc2cccs2)cc1
-1 | -13[20 µM] | -2 | 2 | 0 | 17 | -9 | -14 | -9 | COc1cc2c(cc1NC(=O)c1cccc([N+](=O)[O-])c1C)oc1ccccc12
· | -24[20 µM] | · | · | 4 | · | · | -1 | -12 | O=C(OCN1C(=O)c2ccccc2C1=O)c1ccc2c(=O)n3c(nc2c1)CCC3
· | -12 | -1 | 8 | 2 | -16 | 2 | -3 | -6 | COC(=O)C1=NNC(C(=O)c2ccco2)C1c1ccccc1 (centres undefined)
-1 | -7 | -6 | 2 | 8 | 5 | 17 | -10 | 0 | O=[N+]([O-])c1ccc(N2CCNCC2)cc1Sc1nc2ccccc2[nH]1
0 | -7 | -2 | -22 | 2 | -8 | 1 | 45 | -2 | CN(C)C=Nc1nonc1-c1ncn[nH]1
-2 | -28 | 2 | 0 | -4 | 21 | 5 | -20 | -8 | Cc1nn(CCCC(=O)N2CCc3ccccc3C2)c(=O)c2cc3sccc3n12
0 | 4 | 2 | -16 | 3 | -42 | -10 | -8 | 9 | Cc1nccn1-c1ncnc2sc3c(c12)CCCC3
3 | -8 | 1 | -7 | -4 | 28 | -8 | 11 | -11 | COCCNC(=O)NC(=O)COC(=O)c1ccc2[nH]c3c(c2c1)CCCC3
-2 | -14 | -1 | -6 | -6 | -9 | -6 | 38 | 1 | O=C(O)c1ccc(COCC(F)(F)C(F)F)o1
-2 | -7 | 3 | -7 | -10 | 22 | -4 | -2 | -10 | O=C(N/N=C/c1c(F)c(F)c(F)c(F)c1F)c1ccc(Cn2cc(Br)cn2)o1
-16 | 3 | -41 | 60* | 0 | 39 | -29 | -4 | -10 | CCOC(=O)/C(C#N)=C/c1cc2ccccc2nc1N1CCCCC1
-7 | -4 | -4 | -14 | -11 | -6 | -6 | 10 | -16 | Clc1cccc(Cl)c1CSc1nnc(/C=C/c2ccccc2)o1
-3 | -36 | 0 | 5 | 8 | -27 | -16 | -1 | -3 | O=C(NCCc1ccccc1)C1CCC(CNS(=O)(=O)c2cccs2)CC1 (centres undefined)
18 | -6 | 8 | 34 | 9 | -49 | -13 | 10 | -1 | c1ccc(CSc2nnc(-c3ccco3)c(-c3ccco3)n2)cc1
-1 | -15 | -2 | -7 | 7 | -12 | 5 | -2 | -8 | COc1ccc(/C=N/NC(=O)CC(=O)N/N=C/c2ccc(OC)cc2)cc1
3 | -10 | 2 | -29 | -3 | -4 | -13 | -6 | -4 | CCOC(=O)/C(C(C)=O)=C1\OC(=O)c2ccccc21
-1 | -6 | -2 | -7 | 1 | 0 | -16 | -1 | -6 | O=C(Nc1ccc(Br)cc1)c1cccnc1N1CCOCC1
-1 | -32 | 0 | -5 | 3 | -28 | -10 | 1 | -4 | CCOc1ccc(NS(=O)(=O)c2ccc(NC(=S)NC(C)=O)cc2)cc1
2 | -17 | -2 | 34 | · | 8 | -2 | -9 | · | CC(C)C(NS(=O)(=O)c1ccc2c(c1)oc(=O)n2C)C(=O)N1CCN(c2ccccc2F)CC1 (centres undefined)
-1 | -13 | 1 | -6 | -1 | 29 | -11 | 0 | -14 | CC1=C(/C=C/C(C)=C/C=C/C(C)=C/C(=O)O)C(C)(C)CCC1
-1 | -8 | -1 | -6 | -4 | -41 | -20 | -19 | 1 | CC1CCC/C(=C\Nc2ccccc2C(=O)O)C1=O (centres undefined)
0 | -16 | -6 | 0 | -2 | 21 | 0 | 7 | -7 | COc1ccc(CNC(=O)Nc2ccc(C)c(C)c2)cc1
-1 | -16 | -2 | -16 | 0 | -59 | -4 | 6 | -6 | Cc1cc2oc3c(c(=O)c2cc1C)C(c1cccc(Br)c1)N(Cc1ccco1)C3=O (centres undefined)
2 | -25[20 µM] | 1 | -25 | 0 | 9 | -1 | -12 | -6 | Cc1cccc(NCC(O)Cn2cnc3c2c(=O)n(C)c(=O)n3C)c1 (centres undefined)
4 | -18 | 3 | 3 | 5 | 21 | 2 | 21 | 2 | C/C(=N\NC(=O)CNC(=O)C(c1ccccc1)c1ccccc1)c1ccc(C)cc1
-25 | -6 | -62 | -47 | 3 | -33 | -37 | -13 | -9 | COc1ccc(C(=O)Nc2nc(-c3ccc(OC)cc3)c(-c3ccc([N+](=O)[O-])cc3)s2)cc1
-4 | -24 | -3 | -8 | 0 | -1 | -12 | 3 | -7 | Cc1cc2oc(=O)cc(CN3CCC(C)CC3)c2cc1Cl
